Compound activity from PubChem.
JMJD2E inh – blocks human JMJD2E demethylase activity. B2RXH2. JMJD2E catalytic domain, FDH-coupled NADH fluorescence (FDH is formaldehyde dehydrogenase). Potency, µM (highest dose often 57.1 µM), for inactives: top-dose activity change, negative = inhibition, most hits filed as inhibitors. hit rate 1.6% among 230,000. AID 2147; active = well fitted inhibition curve with a large enough effect, not every such curve was filed as active; inconclusive = small, poorly fitted or top-dose-only effect, or another doubt; inactive = no such curve, though single readings can be large or run the other way;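 note: 0% = wells with enzyme and -100% = buffer wells without enzyme; nearly all actives have a fitted effect of over 50% in size; many of its hits are not listed in these tables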
Luc counter – Kinase-Glo luciferase inhibition (counter-screen). Q27757. Kinase-Glo luciferase, ATP luminescence, 8 min. Potency, µM (series often up to 38.3 µM), inactives show at the top dose activity change, negative = inhibition, actives largely listed as inhibitors. hit rate 0.28% among 200,000; note: % is set by controls: 0 for no effect and ±100 for the full control effect; nearly all actives have a fitted effect of over 60% in size
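Kinase-Glo luciferase light output from ATP and luciferin was measured with 10 uM ATP, within the enzyme's linear range. Buffer: 50 mM imidazole pH 7.2, 50 mM KCl, 7 mM MgCl2, 0.01% Tween 20, 0.05% BSA; luminescence read after 8 min at ambient temperature.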
RECQ1 inh – RECQ1 (human) helicase inhibition; RECQ1 DNA unwinding, red fluorescence kinetic read; Potency, µM (doses to about 57.3 µM), without a hit: at the top dose activity, negative = inhibition, hits mostly inhibitors; hit rate 0.54% among 240,000;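 note: plate controls were vehicle for no effect and no enzyme for full effect; nearly all actives have a fitted effect of over 30% in size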
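50 nM RECQ1T1 preincubated 15 min with compound in Tris pH 8.0 buffer with MgCl2, DTT, Tween-20 and 2.5 ug/ml poly(dI-dC); started with 200 nM TAMRA/BHQ-2 forked duplex and 2 mM ATP. Unwinding read as fluorescence (525/598 nm), two reads 2 h apart.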
L3MBTL1 block – inhibitors of human L3MBTL1; Q9Y468; AlphaScreen L3MBTL1–H3K9me1 peptide binding; Potency, µM (series often up to 57.1 µM), without a hit: top-dose activity, negative = inhibition, usual class: inhibitors; hit rate 0.66% among 230,000; AID 485360; note: % is set by controls: 0 for no effect and ±100 for the full control effect; nearly all actives have a fitted effect of over 60% in size
Target sequence (Q9Y468 whole entry, looked up): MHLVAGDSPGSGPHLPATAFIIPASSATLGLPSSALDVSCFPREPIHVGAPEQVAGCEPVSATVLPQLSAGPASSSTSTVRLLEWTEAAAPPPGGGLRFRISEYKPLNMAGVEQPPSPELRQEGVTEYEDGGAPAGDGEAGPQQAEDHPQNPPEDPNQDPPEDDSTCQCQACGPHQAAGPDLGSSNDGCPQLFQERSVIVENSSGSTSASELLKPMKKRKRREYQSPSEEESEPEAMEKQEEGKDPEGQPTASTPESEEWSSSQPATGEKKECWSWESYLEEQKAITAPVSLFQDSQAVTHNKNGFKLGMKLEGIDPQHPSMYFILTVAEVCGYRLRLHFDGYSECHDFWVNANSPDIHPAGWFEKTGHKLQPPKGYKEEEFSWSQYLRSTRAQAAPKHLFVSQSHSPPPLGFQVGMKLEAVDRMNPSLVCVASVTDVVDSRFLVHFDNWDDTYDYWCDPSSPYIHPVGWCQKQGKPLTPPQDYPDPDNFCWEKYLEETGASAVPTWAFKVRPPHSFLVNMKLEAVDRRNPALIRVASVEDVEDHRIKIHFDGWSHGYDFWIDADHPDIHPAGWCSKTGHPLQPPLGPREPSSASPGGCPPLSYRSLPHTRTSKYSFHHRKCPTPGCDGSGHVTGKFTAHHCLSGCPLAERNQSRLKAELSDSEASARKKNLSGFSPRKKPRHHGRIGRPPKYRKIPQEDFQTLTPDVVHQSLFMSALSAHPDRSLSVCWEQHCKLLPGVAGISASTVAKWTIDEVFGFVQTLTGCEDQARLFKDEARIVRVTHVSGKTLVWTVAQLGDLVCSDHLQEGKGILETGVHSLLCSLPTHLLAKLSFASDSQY
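First, the protein-peptide complex forms for 30 min at room temperature (L3MBTL1 50 nM, biotinylated H3K9me1 peptide 75 nM). Next, compounds are pin-transferred and incubated 30 min. Finally, AlphaScreen beads are added and read after 30 min.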
SMN2 splice up – increases expression of the SMN2 splice variant. HEK293 SMN2-luciferase splicing reporter, luminescence, 30-36 h. Potency, µM (titrated, usually from 46.1 µM), for the others: at the highest dose activity change, positive = activation, hits mostly activators. hit rate 2.8% among 210,000; note: % of control where 0% means no effect; nearly all actives have a fitted effect of over 55% in size
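qHTS luciferase splicing reporter: luminescence rises when SMN2 exon 7 is included in transfected HEK293 cells. Compound exposure lasted 30-36 h at 37C, with 4.5 mM final sodium butyrate as control, followed by a ONE-Glo read.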
Tau fibril ThT – blocks human tau fibril formation measured by thioflavin T | hit rate 2.1% among 270,000 | recombinant tau K18 P301L (four-repeat tau fragment), heparin-induced fibrillization, ThT fluorescence | P10636 | Potency, µM (doses to about 57.4 µM), without a hit: at the top dose activity, negative = inhibition, hits mostly inhibitors; note: % is set by controls: 0 for no effect and ±100 for the full control effect; nearly all actives have a fitted effect of over 55% in size
Target sequence (P10636 561-689 P618L limits assumed): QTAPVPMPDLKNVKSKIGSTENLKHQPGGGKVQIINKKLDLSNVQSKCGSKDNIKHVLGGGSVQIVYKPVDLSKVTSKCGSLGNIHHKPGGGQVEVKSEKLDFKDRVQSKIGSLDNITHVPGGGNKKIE
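Aggregation was driven by heparin (20 uM final) acting on recombinant tau […] bearing P301L in 100 mM sodium acetate pH 7; fibrils were detected with Thioflavin T.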
Lamin A splicing – changes lamin A minigene splicing in HeLa cells; Potency, µM (highest dose often 46.1 µM), for inactives: at the top dose ratio change, negative = inhibition, most hits filed as inhibitors; hit rate 0.01% among 200,000; HeLa LMNA splicing GFP/RFP minigene ratio, 48 h; active = well fitted inhibition curve with a large enough effect in the signal ratio, with a control signal flat, not every such curve was filed as active; inconclusive = small, poorly fitted or top-dose-only effect, or effect the other way, or a change in a side signal; the % refers to the signal ratio; note: % is set by controls: 0 for no effect and ±100 for the full control effect
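Read-out is the ratio of GFP to DsRed2 object intensity, acquired by 488 nm laser-scanning cytometry on HeLa lamin A-EGFP minigene reporter cells. Compound incubation 48 hrs at 37 °C in Opti-MEM with 2% FBS; DMSO 0.5% final.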
ALDH1A1 block – inhibitors of human aldehyde dehydrogenase 1A1; P00352; Purified ALDH1A1, NADH fluorescence, propionaldehyde substrate; Potency, µM (highest dose often 75.3 µM), for inactives: top-dose activity, negative = inhibition, actives largely listed as inhibitors; hit rate 7.3% among 220,000; active = well fitted inhibition curve with a large enough effect, not every such curve was filed as active; inconclusive = small, poorly fitted or top-dose-only effect, or another doubt; inactive = no such curve, though single readings can be large or run the other way;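 note: plate controls were no enzyme wells and a reference inhibitor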
Starred values were filed as active, the others as inactive; i = inactive; ? = inconclusive; / = not tested or not shown; [ ] = remark or other dose. Unless noted, calls come from the whole dose curve; as a rule, active = well fitted curve in the direction sought with a large enough effect; inconclusive = small, poorly fitted or top-dose-only effect, or another doubt; inactive = no such curve, though single readings can be large; an effect the other way counts as inactive or inconclusive. Potency is the fitted concentration of half-maximal effect. Some of the compounds tested, so the mix of outcomes need not match the whole.

SMILES	JMJD2E inh	Luc counter	RECQ1 inh	L3MBTL1 block	SMN2 splice up	Tau fibril ThT	Lamin A splicing	ALDH1A1 block
CCOC(=O)NC1(C(F)(F)F)C(=O)N(Cc2ccccc2)C2=C1C(=O)CC(C)(C)C2 (stereo unspecified)	-4%	-1%	-8%	1%	?	-5%	9%	12%
Cc1cc(CC(C)C)n(-c2nc3ccccc3c(=O)n2OCC(N)=O)n1	-2%	-2%	-2%	-4%	-19%	-9%	?	-12%
O=C(NCC(c1ccco1)N1CCN(c2ccccc2)CC1)c1ccc2c(c1)OCO2 (stereo unspecified)	3%	7%	-1%	-9%	-3%	?	3%[46 µM]	-8%
COc1ccc2[nH]c(=O)c(C(c3nnnn3C3CCCC3)N3CCN(Cc4ccc5c(c4)OCO5)CC3)cc2c1 (stereo unspecified)	?	-2%	11%	/	4%	-14%	-8%	?
Nc1c(Cl)ncnc1N1CCN(c2ncnc(Cl)c2N)CC1	2%	1%	-15%	3%	-12%	-18%	-1%	-6%
CN(C)c1cc[n+](CC(=O)N2c3ccccc3Sc3ccccc32)cc1	-6%	2%	i	3%	-11%	-13%	?	8%
Cn1cc(Br)c(C(=O)NN2C(=O)C3C(C2=O)C2C=CC3C23CC3)n1 (stereo unspecified)	1%	-1%	i	-1%	1%	-2%	?	4%
CCOC(=O)Nc1ccccc1N1C(=O)c2ccccc2C1=O	1%	10%	i	1%	-17%	-2%	0%	11%
COc1cccc(CN(C)C(=O)c2csc3c2CCCC3)c1OC	-2%	0%	-16%	-9%	-15%	-5%	-5%[46 µM]	-6%
CCOC(=O)c1sc(N)nc1C(C)C	2%	5%	-3%	-2%	4%	1%	13%	-4%
CC(=O)c1ccc(OCCCC(=O)NC2CCCc3ccccc32)cc1 (stereo unspecified)	-5%	5%	-3%	-1%	-21%	-17%	-16%	-15%
CCc1ccc(C(=O)NCC2COc3ccccc3O2)o1 (stereo unspecified)	0%	2%	i	-3%	11%	-9%	3%	-10%
CC(=O)c1ccc(OCCCN2CCCCC2)cc1	?	0%	i	/	21%	0%	8%	-14%
O=C(CSc1nnc(C2CC2)n1-c1ccccc1)NCCc1ccccc1	6%	2%	-11%	/	-14%	-6%	10%	12%
COc1ccc(NS(=O)(=O)c2cc(NC(=O)c3ccc(=O)[nH]c3)ccc2N2CCOCC2)cc1	-5%	-4%	0%	-24%	9%	2%	/	2%
COc1ccc(CCNC(=O)C2CCN(S(C)(=O)=O)CC2)cc1OC	-3%	-1%	-1%	5%	16%	-6%	5%	9%
COc1ccc2c(c1)[nH]c1c(=O)n(CCc3cnc[nH]3)cnc12	?	-4%	-2%	/	19%	?	3%	-1%
N#CC(=C1CCCC1)c1nc(-c2ccc(Cl)cc2)cs1	-8%	1%	-13%	9%	38%	?	1%	?
CCOC(=O)C1CCC(CN(Cc2ccccc2)S(=O)(=O)c2ccc([N+](=O)[O-])cc2)CC1 (stereo unspecified)	5%	3%	-7%	-15%	-19%	-12%	12%	-3%
CC1CCN(C(=S)NC2CC3CCC2C3)CC1 (stereo unspecified)	14%	-1%	-12%	4%	7%	5%	-21%	0%

Copied from the results shown for reference:
SMILES	JMJD2E inh	Luc counter	RECQ1 inh	L3MBTL1 block	SMN2 splice up	Tau fibril ThT	Lamin A splicing	ALDH1A1 block
CCOC(=O)NC1(C(F)(F)F)C(=O)N(Cc2ccccc2)C2=C1C(=O)CC(C)(C)C2 (stereo unspecified)	-4%	-1%	-8%	1%	?	-5%	9%	12%
Cc1cc(CC(C)C)n(-c2nc3ccccc3c(=O)n2OCC(N)=O)n1	-2%	-2%	-2%	-4%	-19%	-9%	?	-12%
O=C(NCC(c1ccco1)N1CCN(c2ccccc2)CC1)c1ccc2c(c1)OCO2 (stereo unspecified)	3%	7%	-1%	-9%	-3%	?	3%[46 µM]	-8%
COc1ccc2[nH]c(=O)c(C(c3nnnn3C3CCCC3)N3CCN(Cc4ccc5c(c4)OCO5)CC3)cc2c1 (stereo unspecified)	?	-2%	11%	/	4%	-14%	-8%	?

Additional compounds:
SMILES	JMJD2E inh	Luc counter	RECQ1 inh	L3MBTL1 block	SMN2 splice up	Tau fibril ThT	Lamin A splicing	ALDH1A1 block
O=[N+]([O-])c1cc(Cl)c2cccnc2c1O	13µM*	4%	i	32µM*	-94%[inhibitor]	10µM*	?	-10%
CCN(CC)c1ccc(N=Nc2ncn[nH]2)cc1	14µM*	-5%	-15%	-10%	13µM*	13µM*	?	8%
COc1ccc(CCC(=O)NCCc2cn3c(C)csc3n2)cc1	-4%	-2%	0%	/	-49%[inhibitor]	?	6%	18µM*
Cc1nc2c(-c3ccccc3)c(C)nn2c(C)c1CC(=O)O	8%	1%	-4%	7%	-9%	-16%	7%	8%
O=C1c2ccccc2C(=O)N1CCSc1nncs1	2%	6%	i	1%	-5%	-12%	2%	0%
C=CCSc1nc(Cc2ccc(Cl)cc2)nc2ccccc12	1%	-8%	-14%	-2%	-5%	-8%	8%	2%
CCOC(=O)NC(=O)CSc1nc(-c2ccc(C)c(C)c2)cn1-c1ccccc1	?	-3%	1%	-21%	-18%	?	?	?
CC1(C)CC(=O)N(CC(=O)NCc2ccccc2)c2ccccc2S1(=O)=O	-1%	2%	i	8%	5%	9%	-9%	11%
Cc1cc2cc(C)c(NCCNC(=O)c3ccccc3)nc2cc1C	-5%	1%	13%	-1%	-20%	?	/	?
O=C(N/N=C\c1ccc(CN(Cc2ccc(Cl)cc2)S(=O)(=O)c2ccccc2)o1)C(=O)Nc1ccc(F)cc1	?	-3%	1%	/	-23%	-8%	1%	-11%
Cc1ccc(NC(=O)c2sc3nc4c(c(-c5ccco5)c3c2N)CCC4)cc1	7%	-3%	-2%	-9%	-26%	4%	?	4.5µM*
O=C(O)CC1CCC(=C(Cl)Cl)C1 (stereo unspecified)	-1%	/	-11%	-15%	/	?	7%	?
Nc1nc(-c2ccc(C(=O)O)cc2)cs1	?	-4%	i	2%	5%	-4%	3%[46 µM]	?
O=C(CN1C(=O)c2cccc3cccc1c23)NCC1CCCO1 (stereo unspecified)	-7%	3%	i	1%	3%	-3%	1%	-1%
COC(=O)/C=C1\NC(=O)C(C)S1 (stereo unspecified)	-5%	-2%	6%	/	30%	-2%	/	-8%
CC(=O)N/C(=C\c1ccccc1)C(=O)OCC(=O)N1CCCCCC1	1%	/	1%	8%	/	-3%	-15%	11µM*
CC(=O)c1cc(NC(=O)c2ccc(C)cc2)c(=O)oc1C	?	?	-3%	/	/	32µM*	/	22µM*
Cc1occc1C(=O)N/N=C/c1ccccn1	-7%	?	-13%	21%	/	-11%	?	28µM*
Cc1ccnc2ccc(-c3nc4ccccc4o3)cc12	?	-13%	-1%	-2%	18µM*	?	20%	?
CCOC(=O)c1ccc(NC(=O)Nc2ccc3c4c(cccc24)C(=O)N3CC)cc1	0%	1%	-8%	-2%	-20%	?	10%	3%
COC(=O)c1cc(NC(=O)c2ccccc2F)cc(C(=O)OC)c1	6%	1%	-1%	?	-34%	-2%	/	?
CCCN(CCC)C(=O)c1ccccc1C(=O)N(CCC)CCC	-9%	0%	-1%	30%	26%	0%	-5%	2%
COc1cc(C(=O)Nc2ccc(-n3cnnn3)c(C)c2)cc(OC)c1OC	12%	2%	-9%	/	26%	-2%	-4%	3%
COC(=O)C1=C(C)N(C)C(C)=C(C(=O)OC)C1c1ccc(F)c(Br)c1	-16%	-1%	i	2%	-1%	-6%	?	1%
O=C(CCSCCc1ccccn1)Nc1ccccn1	4%	0%	i	7%	-5%	-5%	3%	7%
S=C(NCc1cccnc1)Nc1cc(Cl)cc(Cl)c1	-7%	/	i	4%	/	-11%	/	-12%
CCOC(=O)N1CCN(C(=O)CN(c2cccc(OC)c2)S(C)(=O)=O)CC1	6%	2%	-13%	/	-6%	-4%	-2%	5%
CCCC(=O)Nc1ccc2oc(-c3ccc(OC)c(Br)c3)nc2c1	?	0%	-9%	-2%	15%	?	13%	?
COc1ccc(NC2=C(Cl)C(=O)N(CCc3ccccc3)C2=O)cc1	-2%	0%	3%	-3%	16µM*	?	-6%	-10%
CN(C)S(=O)(=O)c1cccc(C(=O)OCC(=O)N2c3ccccc3NC(=O)C2(C)C)c1	-2%	4%	-6%	?	-27%	8%	2%	5%
CCSc1ncc(/C=N/Nc2ccc(F)cc2)n1C	3%	-1%	-9%	-15%	11µM*	8.9µM*	19%	?
CCCCCC(O)/C=C/C=C\CCCCCCCC(=O)O (stereo unspecified)	15%	-2%	i	/	2%	-12%	/	4%
c1ccc2c(c1)OCC(CNc1ncnc3sccc13)O2 (stereo unspecified)	3%	0%	-3%	8%	-64%[inhibitor]	-10%	?	7%
O=C(NNC(=O)c1ccccc1-n1cccc1)c1ccccc1	4%	-2%	-3%	0%	10%	-10%	-3%	-1%
Cc1ccc(N2CCN(CC(O)COc3ccc([N+](=O)[O-])cc3)CC2)cc1 (stereo unspecified)	-2%	0%	-15%	-29%	-11%	?	/	?
O=C(Nc1ccc(F)cc1)c1oc2ccccc2c1NC(=O)C1CCCC1	?	2%	-10%	3%	-16%	1%	-2%	15%
Cc1cccc(OCC(=O)NN2C(=O)C3C4C=CC(O4)C3C2=O)c1 (stereo unspecified)	-1%	-4%	i	-1%	-4%	-9%	-12%[9.22 µM]	3.2µM*
CCc1nnc(NC(=O)CSc2nnc(-c3ccccc3OC)n2-c2ccccc2)s1	4%	-4%	-3%	-4%	-20%	-11%	-2%	0%
O=C(CSCCO)Nc1cccc2ccccc12	-4%	-2%	-7%	/	20%	-14%	-3%	?
CC(C)OC(=O)CC(=O)CSc1nc2c(cc1C#N)CCCC2	?	-1%	14%	/	2%	-17%	14%	?
CCN(CC)S(=O)(=O)c1cccc(C(=O)NCc2ccccc2)c1	0%	1%	i	2%	6%	-3%	/	2%
Oc1ccccc1Oc1ncc(Br)c(N2CCOCC2)n1	-5%	6%	i	1%	-4%	-6%	?	3%
